Screening results as filed in PubChem BioAssay.
S3 lipid droplet – qHTS Assay for Lipid Storage Modulators in Drosophila S3 Cells; Potency in µM for hits, for the others lipid storage change, negative = inhibition, % at the top dose, mostly 46.1 µM; 0.64% of 320,000 active; Drosophila S3 cells, BODIPY lipid droplet fluorescence, 18-24 h; cells fed with added oleic acid; active = well fitted inhibition curve with a large enough effect in the signal ratio, with a control signal flat, not every such curve was filed as active; inconclusive = small, poorly fitted or top-dose-only effect, or effect the other way, or a change in a side signal; the % refers to the signal ratio
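Laser-scanning cytometry quantifies lipid droplet accumulation (500–530 nm total intensity; droplet/cell object ratio) in oleic acid-fed (400 uM added) Drosophila S3 cells treated with a concentration series. 20 uM Triacsin C defined 100% inhibition.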
S3 lipid droplet cell count max – also measured in S3 lipid droplet; calls as there; cell number change, %; measured here: cell count max response;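 cells counted by Cell Tracker Red CMTPX staining in the red channel; peak over a dose series mostly up to 46.1 µM; percent activity relative to internal control wells on each plate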
* = called active by the depositor; i = inactive; ? = inconclusive; / = not tested or not shown; [ ] = remark or other dose. % is scaled to controls: 0 for no effect and ±100 for the full control effect; potency is read from the fitted curve at half-maximal effect. A portion of the library; rates above refer to the full screens.

SMILES,S3 lipid droplet,S3 lipid droplet cell count max
Cc1ccc2nc(N3CCN(CCO)CC3)nc(-c3ccccc3)c2c1,?,/
COC(=O)c1cc(C)nc2c1c(C)nn2-c1ccccc1,?,/
O=C(CSc1ccc(Cl)cc1)Nc1nnc(-c2ccco2)o1,?,/
CCOC(=O)N1CCN(C(=O)c2ccc(N3CC4CC(C3)c3cccc(=O)n3C4)c(NC(=O)c3ccc(F)cc3)c2)CC1 (stereo not drawn),?,/
CCN(CC)C(=O)CN1CCC(c2nc3cc(C)c(C)cc3[nH]2)CC1,?,/
COc1ccccc1CNC(=O)CCCNS(=O)(=O)c1cccc2nsnc12,i,1
COc1ccc(CCNC(=O)c2oc3ccc(S(=O)(=O)N4CCOCC4)cc3c2C)cc1OC,?,/
O=C(CSC1=NCCS1)N1CCCC1,?,/
COc1ccccc1/C=C/C(=O)OCC(=O)Nc1c(C)nn(-c2ccccc2)c1C,?,/
CC(NS(=O)(=O)c1ccc(Br)cc1)C(=O)NCCc1ccccc1 (stereo not drawn),2%,0
COc1ccc(N2C(=O)/C(=C3/C=CC=CN3C)SC2=S)cc1,8%,14
CN(CCCC(=O)Nc1ccccc1)S(=O)(=O)c1ccc(Cl)cc1,-6%,12
CC(=O)c1ccc(NC(=O)CSc2nccn2CCc2ccccc2)cc1,?,/
c1ccc2c(NC3C4CC5CC(C4)CC3C5)nc(N3CCOCC3)nc2c1 (stereo not drawn),?,/
Cc1ccc(-c2nnc3c(C(F)(F)F)nc4ccccc4n23)cc1,-6%,/
Cc1ccc(S(=O)(=O)c2cnc(-c3ccccc3)nc2N2CCN(C)CC2)cc1,5%,0
Cn1c(=O)n(-c2ccc(Cl)cc2)c(=O)c2c3c(sc21)COC(C)(C)C3,-3%,/
CCCn1nnc(NC(=O)c2ccc(Br)o2)n1,i,24
O=C(NC1CCCCC1)C1CCN(c2cnccn2)CC1,?,/
O=C(O)c1ccc(-n2nc(C(F)(F)F)cc2-c2cccs2)cc1,-3%,-5
COc1ccccc1C(=O)Nc1nnn(C)n1,?,/
CCCCNC(=O)/C(=C/c1ccco1)NC(=O)c1ccco1,?,/
COC(=O)c1cc2c(s1)-c1ccccc1OC2,?,/
COc1ccc(OC)c(-c2csc3nnc(SCC(=O)Nc4ccc(NC(C)=O)cc4)n23)c1,?,/
Cc1cc(C)n(-c2ccc(C(=O)Nc3ccc4c(c3)OCCO4)cc2)n1,?,/
CCOC(=O)c1ccc(-c2c(-c3cc(OC)c(OC)c(OC)c3)noc2C)cc1F,?,/
COC(=O)c1cnc(Oc2ccc(NC(=O)NC(=O)c3c(OC)cccc3OC)cc2)cc1C(F)(F)F,11%,-6
CCN(CC)c1cnn(C/C(=N\OC)c2ccc(Cl)cc2)c(=O)c1Br,?,/
C[C@@H]1C[C@H]2[C@@H]3C[C@H](F)C4=CC(=O)C=C[C@]4(C)[C@@]3(Cl)[C@@H](O)C[C@]2(C)[C@H]1C(=O)COC(=O)C(C)(C)C,1%,0
Cc1ccc(C(=O)COC(=O)c2c(C)cc(=O)oc2C)cc1[N+](=O)[O-],?,/
CC(=O)Nc1cccc(NC(=S)Nc2cccc(Cl)c2Cl)c1,13%,14
CCOc1ccc(-n2c(SCC(=O)Nc3cc(OC)c([N+](=O)[O-])cc3C)nc3ccccc32)cc1,i,12
O=C(Cc1ncn[nH]1)NCCc1ccccc1,?,/
Cc1ccccc1CO/N=C/c1[nH]ncc1Br,7%,1
Cc1ccc(CSCC(=O)Nc2ccc3c(c2)OCO3)cc1,i,/
Cc1nc(C)c(C(=O)Nc2nc3c(C)cccc3s2)o1,?,/
Clc1ccc(C(c2nnnn2C2CCCC2)N2CCN(Cc3ccncc3)CC2)cc1 (stereo not drawn),12%,-2
CCN(C(=O)COC(=O)/C(=C/c1ccccc1)n1nnnc1C)C1CCCCC1,7.3µM*,-1.2*
CCc1ccccc1OCC(=O)N1CCN(c2ncccn2)CC1,?,/
COc1ccc(CN2c3cc(S(=O)(=O)N4CCOCC4)ccc3N3CCCC32)cc1 (stereo not drawn),16µM*,1.2*
O=C(CN(C(=O)c1csnn1)c1cccc(Cl)c1)NCCc1ccccc1,i,12
COc1ccc(NC(=O)COc2cccnc2[N+](=O)[O-])cc1OC,?,/
CCC(CC)c1nnc(NC(=O)c2nc3nc(C)cc(C)n3n2)s1,?,/
Cc1ncc([N+](=O)[O-])n1CC(=O)Nc1cccc(C(F)(F)F)c1,i,7
CN(C)c1cccc(C(=O)NCc2ccc(Cl)cc2)c1,22%,/
CC(C)(C)NC(=O)NC(=O)COC(=O)Cc1c(F)cccc1Cl,?,/
O=S(=O)(c1ccccc1)[C@@]1(c2ccccc2)C[C@@H]2ON=C(c3cccc(Br)c3)[C@@H]2C1,?,/
CC(C)C(NC(=O)C12CC3CC(CC(C3)C1)C2)C(=O)NC1=NCCS1 (stereo not drawn),?,/
Cc1cc(C)c2nc(NC(=O)c3ccc4c(c3)OCO4)sc2c1,-9%,2
CCC(C)NC(=O)CCc1nc2ccccc2n1-c1ccccc1 (stereo not drawn),?,/

Brought forward from above: 4 compounds, followed by the next part.
SMILES,S3 lipid droplet,S3 lipid droplet cell count max
O=S(=O)(c1ccccc1)[C@@]1(c2ccccc2)C[C@@H]2ON=C(c3cccc(Br)c3)[C@@H]2C1,?,/
CC(C)C(NC(=O)C12CC3CC(CC(C3)C1)C2)C(=O)NC1=NCCS1 (stereo not drawn),?,/
Cc1cc(C)c2nc(NC(=O)c3ccc4c(c3)OCO4)sc2c1,-9%,2
CCC(C)NC(=O)CCc1nc2ccccc2n1-c1ccccc1 (stereo not drawn),?,/
Cc1ccc(-c2nc(N)sc2-c2ccc(C)cc2)cc1,?,/
Cc1cccn2c(=O)c(C=O)c(Cl)nc12,?,/
COC(=O)c1c(NC(=O)Cc2ccccc2)sc2c1C(C(=O)OC)CC2 (stereo not drawn),?,/
COc1ccc(NC(=O)ON=C2c3ccccc3-c3ccccc32)cc1,i,-33
CCCSC1=C(C#N)C(c2ccccc2C)C(C(=O)OC)C(=O)N1 (stereo not drawn),?,/
O=C(OCC(=O)N1CCc2ccccc21)c1ccc[nH]c1=O,?,/
COc1ccccc1C(=O)COC(=O)c1cc([N+](=O)[O-])ccc1N1CCOCC1,?,/
N/C(Cc1ccc([N+](=O)[O-])cc1)=N\OC(=O)c1ccc([N+](=O)[O-])cc1,?,/
COc1ccc(Cl)c2c1[nH]c1nc(SCc3cccnc3)nnc12,?,/
CCS(=O)(=O)N1CCC(NC(=O)c2ccco2)CC1,?,/
Cc1ccccc1OCC(=O)NCCCNC(=O)c1ccncc1,i,17
CCc1ccc(NC(=O)Cn2nc(C)n3cccc3c2=O)cc1,?,/
Cc1ncc[nH]1,?,/
COc1ccc(/C=C/C=N/NC(=O)COc2ccc(OC)cc2)cc1,?,/
O=C(CN1CCN(S(=O)(=O)c2ccc(Br)cc2)CC1)c1ccc(O)c(O)c1,?,/
Cc1ccccc1N1C(S)=C(C#N)C(=O)NC12CCCCC2,?,/
CC(=O)Nc1cccc(C(=O)OCC(=O)N2CCC(c3ccccc3)=N2)c1,?,/
COc1ccccc1NC(=O)Cc1noc(CSc2nnc(C)n2C)n1,?,/
Cc1cc(N(CCO)CCO)ccc1N=Nc1cc(F)ccc1F,?,/
CCS(=O)(=O)N1CCC(N2CCN(c3ccccc3)CC2)CC1,i,10
Cc1sc2ncnc(Sc3ccccc3C(=O)Nc3ccc(C#N)cc3)c2c1C,-28%,/
O=C(NC(=S)N1CCCCC1c1cccnc1)c1ccc(F)cc1 (stereo not drawn),?,/
COc1ccccc1CNS(=O)(=O)c1ccc(-n2cnnn2)c(C)c1,?,/
COc1ccccc1NS(=O)(=O)c1cc(NC(=O)Nc2ccccc2)ccc1N1CCCCC1,8%,-17
O=C(NCCO)c1cc2ccccc2cc1O,?,-5
Cc1cc2cc3c(cc2nc1SCC(=O)Nc1ccccc1)CCC3,?,/
Cc1ccc(OCC(=O)N/N=C/c2cccn2C)cc1C,2%,-2
COc1ccc(Cl)c(OC)c1C(=O)NC(=O)Nc1nc(C)nc(C)n1,i[0.369 µM],0
Cc1nnc(SCC(=O)NNC(=O)C(C)C)[nH]c1=O,10%,12
O=C(Nc1ccc(N2CCN(C(=O)c3ccccc3)CC2)c(Cl)c1)c1ccc(Br)o1,-17%,-27
CC1CC2(CCCC2)N(C(=O)c2ccccc2)Cc2ccccc21 (stereo not drawn),i,4
CC(c1ccco1)N(C(=O)C12CC3(C)CC(C)(CC(C)(C3)C1)C2)c1ccccn1 (stereo not drawn),-14%,-18
COc1ccc(NC(=S)/N=C(\N)Nc2nc(C)c3ccccc3n2)cc1,?,/
COc1ccc(-c2cc3nnc(-c4ccccc4)nc3s2)cc1,3%,0
Cc1ccc(/C(O)=C2/C(=O)C(=O)N(CCN3CCOCC3)C2c2ccccn2)cc1 (stereo not drawn),29µM*,/
Nn1c(CN2CCCCC2)nc2ccccc2c1=O,21%,12
O=C1Nc2ccc(Br)cc2C1(O)c1ccc(F)cc1 (stereo not drawn),-11%,/
Cc1ccccc1N1CCN(Cc2nc(Cc3ccccc3)no2)CC1,-1%,9
Cc1cc(F)ccc1NCc1ccc([N+](=O)[O-])cc1,-20%,/
COC(=O)c1c(N2C(=O)CC(Sc3ccccc3C(=O)O)C2=O)sc2c1CCCC2 (stereo not drawn),?,/
O=C(NCC(=O)N(c1ccc(F)cc1)C(C(=O)NC1CCCCC1)c1cccnc1)c1ccco1 (stereo not drawn),?,/
O=C(Nc1ccccc1C(=O)N1CCOCC1)c1ccc(F)cc1,?,/
CCOC(=O)c1ccc(-n2cccc2/C=C2\NC(=O)NC2=O)cc1,?,/
CCOc1cc(-c2nc(-c3ccncc3)no2)cc(OCC)c1OCC,?,/
O=c1c2ccccc2nc(/C=C/c2cccc(Br)c2)n1CCCO,10%,-3
Cc1ccc(S(=O)(=O)NCc2ccc(C(=O)NCCCN3CCC(Cc4ccccc4)CC3)cc2)cc1,?,/
O=C1C=C(c2ccc3ncccc3c2)C[C@@H](c2ccc3c(c2)OCO3)C1,?,/
O=C(/C=C/c1c(Cl)cccc1Cl)NCc1ccccc1,?,/
COc1ccc(NC(C)=O)cc1NC(=O)CSc1nnc(C2CCCCC2)n1N,?,/
O=C(NCCc1ccccc1)c1ccc(NCC2CCCO2)c([N+](=O)[O-])c1 (stereo not drawn),-8%,0

Three entries drawn at random from the list so far, as already listed:
SMILES,S3 lipid droplet,S3 lipid droplet cell count max
CCN(C(=O)COC(=O)/C(=C/c1ccccc1)n1nnnc1C)C1CCCCC1,7.3µM*,-1.2*
CCN(CC)C(=O)CN1CCC(c2nc3cc(C)c(C)cc3[nH]2)CC1,?,/
CCS(=O)(=O)N1CCC(NC(=O)c2ccco2)CC1,?,/

(list continues)
SMILES,S3 lipid droplet,S3 lipid droplet cell count max
CCOc1ccc(S(=O)(=O)N2CCCC(C(=O)N3CCCC3)C2)cc1 (stereo not drawn),?,/
COc1cccc(-c2nc(CS(=O)CC(=O)O)c(C)o2)c1 (stereo not drawn),?,/
O=C(COC(=O)C1CC(=O)N(Cc2ccco2)C1)Nc1ccccc1[N+](=O)[O-] (stereo not drawn),?,/
CCOC(=O)N1CCN(C2CC(=O)N(c3ccc(Cl)c(Cl)c3)C2=O)CC1 (stereo not drawn),4%,-10
COC(=O)c1ccc(NC(=O)C(=O)N2CCN(C(=S)Nc3ccc(OC)cc3)CC2)cc1,2%,-3
CCCNC(=O)N1CCN(c2nc(C(C)C)c3c(c2C#N)CC(C)(C)OC3)CC1,4%,/
CC(C)c1ccc(N(CC(=O)NCCSC(C)(C)C)S(C)(=O)=O)cc1,-1%,2
COc1ccc2nc(-c3ccccc3)nc(SCC(=O)NCC3CCCO3)c2c1 (stereo not drawn),?,/
CCn1c(COc2cccc(C)c2)nc2ccccc21,1%,-11
O=C(Cc1ccccc1)NCCn1ccc2ccccc21,?,/
COc1ccccc1Nc1ccc(Nc2ccccc2OC)nn1,11%,3
Cc1cccc(N2C(=O)c3ccc(C(=O)Nc4cccc(C(=O)O)c4)cc3C2=O)c1,6%,11
CC(C)NC(=O)C(=O)NCCN1CCN(C(=O)c2ccc(C(C)(C)C)cc2)CC1,?,/
COC(=O)c1ccc(COn2nnc3ccccc32)cc1,?,/
CCC(CO)Nc1nc2ccc(Cl)cc2c2ccccc12 (stereo not drawn),-6%,-17
O=C(COc1ccc(F)cc1Br)N1CCN(S(=O)(=O)/C=C/c2ccccc2)CC1,?,/
NC(=O)c1cc2ccccc2o/c1=N/NC(=O)c1cccs1,-9%,-17
COc1cc(O)c(C(=O)/C=C/c2ccccc2)c(OC)c1,-2%,-1
